SIAE primary: inhibitors of human sialic acid acetylesterase SIAE | Q9HAT2 | SIAE FP-Rh probe binding, fluorescence polarization | inhibition, % at 9.66 µM | 370,000 tested, 0.69% active;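 active = inhibition above a cutoff: mean of compounds within the control limits plus 3 SD of those, cut at about 17% in these data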;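 also: 0% = plate median of compound wells and 100% = probe without SIAE protein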
PRMT1 FP inh: blocks human protein arginine methyltransferase 1; 370,000 tested, 1.3% active; inhibition, % at 2.79 µM; recombinant PRMT1, activity-based probe fluorescence polarization; Q99873;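 active = inhibition above about 21% made by adding two undisclosed values, limit read from the data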
KLK7 zymogen act: activates the human kallikrein-7 zymogen; activation, % at 7 µM; 370,000 tested, 0.9% active; purified proKLK7, EDANS-DABCYL substrate fluorescence; 100% is mature enzyme control, 0% vehicle; P49862;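 active = activation above the mean of all tested compounds plus 3 SD, computed per campaign excluding outliers beyond control limits, cut at about 13% in these data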
Target sequence (P49862 whole entry, looked up): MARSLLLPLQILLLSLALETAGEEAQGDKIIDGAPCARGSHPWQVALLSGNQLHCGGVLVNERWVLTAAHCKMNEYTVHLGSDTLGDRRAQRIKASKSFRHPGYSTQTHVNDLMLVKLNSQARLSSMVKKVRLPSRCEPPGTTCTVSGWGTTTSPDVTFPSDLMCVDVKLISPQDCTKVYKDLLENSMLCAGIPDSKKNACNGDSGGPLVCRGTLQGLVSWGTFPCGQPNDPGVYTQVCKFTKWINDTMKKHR
UHRF1 MBD2 ctr: human UHRF1 methylated DNA binding inhibitors | Q96T88 | UHRF1 binding to methylated oligo, TR-FRET | inhibition, % at 4.4 µM | 370,000 tested, 0.75% active; in the data active = inhibition above about 21%;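 also: UHRF1 SRA domain binding a hemimethylated CpG hairpin DNA probe; 0% = median of test compound wells and 100% = reference inhibitor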
Tn7 DDE FP: disrupts Tn7 cyclic peptide binding to fibrin D-Dimer-E complex; P02675; FP displacement of FITC-Tn7 peptide from fibrin DD(E); 0% = median of compound wells per plate; inhibition, % at 8.3 µM; 370,000 tested, 0.13% active; AID 720508;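 active = inhibition above the mean of compounds falling within the control limits plus 3 SD of them, cut at about 14% in these data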;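 also: 0% = plate median of compound wells and 100% = 10 µM Aha-Tn7 peptide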
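Assay system: Human clot-derived fibrin DD(E) complex | Buffer or medium: Tris/NaCl/CaCl2 buffer, pH 7.8 | Repeats: One replicate per compound | Benchmarks: Aha-Tn7 high control | Measure: % inhibition scaled between sample-field median and high-control FP | Schedule: 10 min plus 3 h, room temperature | Signal: Fluorescence polarization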
MBD2 inh: inhibitors of human MBD2 binding to methylated oligonucleotide; 370,000 tested, 0.31% active; inhibition, % at 4.4 µM; TR-FRET; in the data active = inhibition above about 13%
Target sequence (Q9UBB5 whole entry, looked up): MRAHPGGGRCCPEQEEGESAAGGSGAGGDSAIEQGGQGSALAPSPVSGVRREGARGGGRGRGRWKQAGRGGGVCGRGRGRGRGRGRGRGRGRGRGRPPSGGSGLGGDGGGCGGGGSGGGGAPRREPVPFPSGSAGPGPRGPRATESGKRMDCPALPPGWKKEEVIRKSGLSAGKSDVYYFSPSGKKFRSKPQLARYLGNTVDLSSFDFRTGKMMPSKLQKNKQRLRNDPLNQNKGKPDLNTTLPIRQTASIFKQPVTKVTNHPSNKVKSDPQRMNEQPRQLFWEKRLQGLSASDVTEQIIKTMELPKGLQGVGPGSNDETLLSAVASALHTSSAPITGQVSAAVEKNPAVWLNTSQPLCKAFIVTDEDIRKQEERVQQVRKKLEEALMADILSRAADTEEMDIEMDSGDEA
TCR-CD3 inh: inhibitors of human TCR-CD3 interaction; TAMRA-labeled TCR probe fluorescence, biochemical; 360,000 tested, 0.37% active; inhibition, % at 9.4 µM; in the data active = inhibition above about 19%;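 also: recombinant mutant TCR 2C K166C tagged with TAMRA read by polarization; 0% = receptor in buffer alone and 100% = receptor with positive control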
Tn6 DDE FP: DD(E)-Tn6 binding inhibition, primary FP screen; 370,000 tested, 0.21% active; Fibrin DD(E) TRITC-Tn6 fluorescence polarization displacement; inhibition, % at 8.3 µM; P02675;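 active = inhibition above a per-campaign cutoff: mean of compounds within control limits plus 3 SD, cut at about 15% in these data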;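 also: 0% = median of all compound wells on the plate and 100% = blocking peptide control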
TDP2 absorb: blocks human TDP2 phosphodiesterase activity. O95551. inhibition, % at 12.8 µM. 370,000 tested, 0.34% active. AID 720702. recombinant TDP2, T5PNP hydrolysis, p-nitrophenol absorbance 415 nm;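 active = inhibition above the mean of all tested compounds plus 3 SD, set per campaign, cut at about 25% in these data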;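 also: 0% = DMSO with enzyme and 100% = buffer with substrate but no TDP2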
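Material: recombinant human TDP2; quantity: TDP2 enzyme at 120 nM final; medium: Tris-HCl pH 7.5 with MgCl2; compound: single concentration, 12.8 µM nominal, with 1% DMSO; incubation: 2 h enzyme incubation at 37 °C; signal: epi absorbance; measure: percent inhibition; benchmarks: high control without enzyme, low control DMSO plus TDP2; repeats: singlicate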
LEDGF integ inh: blocks HIV-1 LEDGF/p75-dependent DNA integration; TR-FRET IN-LEDGF/p75 DNA integration, Eu/Cy5; inhibition, % at 3.7 µM; 370,000 tested, 0.64% active; AID 743269;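 active = inhibition above the screen-wide mean plus 3 SD, cut at about 13% in these data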;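 also: signal is the Cy5 over europium emission ratio at 671 and 618 nm; 0% = plate median of compound wells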
An asterisk follows results filed as active.

SMILES | SIAE primary | PRMT1 FP inh | KLK7 zymogen act | UHRF1 MBD2 ctr | Tn7 DDE FP | MBD2 inh | TCR-CD3 inh | Tn6 DDE FP | TDP2 absorb | LEDGF integ inh
COc1cc(Cl)c([C@@H]2C[C@H]3CN(c4ccccc4)C(=O)[C@]34CCCN24)cc1OC | 1 | -1 | 0.1 | 4 | -1 | 6 | -1 | -6 | 4 | 0
C=C(C)CNC(=S)Nc1cccc(N)n1 | 9 | 6 | 0.1 | -3 | -4 | -6 | -2 | -4 | -3 | -1
O=C(c1cc2ccccc2o1)N1CCN=C1SCc1cccc(F)c1 | -7 | 1 | -0.7 | 0 | 5 | 1 | 6 | -4 | 0 | 1
CC(=O)CSc1nnc(-c2ccc(S(=O)(=O)N3CCOCC3)cc2)n1C | -3 | -2 | -0.3 | 1 | 3 | 0 | 3 | 2 | -4 | 1
O=C1CN(C(=O)c2cccs2)c2ccccc2N1 | -9 | -3 | 0.2 | 4 | -3 | 1 | 2 | -5 | -15 | 3
O=C(CN(Cc1cccs1)C(=O)CNS(=O)(=O)c1ccccc1)NCc1ccco1 | 5 | -1 | -0.1 | -2 | 5 | 1 | -5 | -3 | 10 | 0
O=C(COC(=O)c1ccc(Br)o1)NCc1ccco1 | -1 | 12 | 0.2 | 10 | 5 | 0 | -3 | 4 | -5 | 0
CCCOc1ccc(/C(O)=C2/C(=O)C(=O)N(c3cc(C)on3)C2c2ccc(C(=O)OC)cc2)cc1 (configuration not stated) | 2 | -1 | 0.0 | -5 | 7 | -9 | 1 | 2 | -10 | -5
COc1ccc(-c2nc(CN3CCCCC3c3nccn3C)c(C)o2)c(C)c1C (configuration not stated) | -10 | 6 | -0.2 | 3 | -4 | 9 | -7 | -9 | -14 | 6
O=S(=O)(c1ccccc1Cl)N1CCCC1c1nc(-c2ccccc2Cl)no1 (configuration not stated) | -2 | 1 | 1.2 | 1 | 0 | 1 | 2 | -2 | 1 | 0
Cc1nn(-c2ccccc2)c(C)c1/C=N/NC(=O)c1cc(-c2cccc3ccccc23)n[nH]1 | -126 | 4 | -0.9 | -4 | -8 | 3 | 17 | 2 | -12 | 2
COc1ccc(NS(=O)(=O)c2cc(NC(=O)/C=C/c3ccccc3OC)ccc2N2CCCCC2)cc1 | -7 | -2 | -0.4 | -2 | -7 | -2 | 3 | -2 | -11 | 2
Cn1nnnc1SCC(=O)NCc1ccccc1 | -1 | 3 | -0.8 | 3 | -1 | 4 | 1 | 6 | -4 | -1
O=C(COc1ccccc1)Nc1c2c(nn1-c1ccc(F)cc1)CS(=O)(=O)C2 | -1 | 2 | -0.8 | 3 | 7 | -3 | -5 | -4 | -2 | -7
Cc1cccc(C)c1NC(=S)NC1CCCCC1 | -4 | 0 | 0.1 | 3 | -1 | -3 | -4 | 4 | -4 | 2
COc1ccccc1C1C=C(c2ccccc2)Nc2nnnn21 (configuration not stated) | 8 | 0 | 21* | 3 | -11 | -1 | 4 | -1 | 9 | -2
Cc1cc([N+](=O)[O-])ccc1N=Nc1c(N)[nH]n(-c2ccccc2)c1=O | 9 | 1 | 0.6 | -8 | 5 | 0 | 8 | 0 | 4 | -1
Cc1cc(=O)[nH]c(SCCCOc2ccccc2Cl)n1 | -2 | 0 | 0.2 | -3 | -8 | -4 | -2 | -2 | -1 | 5
Cc1ccc(Cl)cc1N1CCN(C(=O)CN(C2CCCCC2)S(C)(=O)=O)CC1 | -1 | 0 | 0.0 | -2 | -3 | 4 | 1 | -5 | 9 | 2
Cn1nnnc1Sc1ncnc2scc(-c3ccc(C(F)(F)F)cc3)c12 | -1 | 0 | 0.0 | 0 | 2 | -3 | 7 | 2 | 3 | 1
CCCN(CCC)C(=O)C1CCN(c2cc(C)nc3c(-c4ccc(OC)c(OC)c4)c(C)nn23)CC1 | 9 | -2 | -1.6 | -2 | 3 | 1 | 6 | 4 | -5 | -2
O=[N+]([O-])c1ccc(NCCN2CCOCC2)c([N+](=O)[O-])c1 | -2 | 0 | 0.1 | -6 | -5 | -9 | -1 | 4 | -2 | -3
CCC(=O)N1CCc2cc(S(=O)(=O)N(CC)c3cccc(C)c3)ccc21 | -1 | -4 | 0.4 | -3 | 1 | 0 | 2 | 7 | 3 | 1
CCCCC1=CC2=CC(=O)C(C)(OC(=O)CC)C(=O)C2=CN1c1ccc(OC)cc1 (configuration not stated) | 9 | 5 | 0.3 | -6 | 8 | -7 | 5 | 4 | 6 | 1
COc1ccccc1C(=O)OC1CCCN(C)C1 (configuration not stated) | -3 | -2 | 0.4 | 0 | -1 | 3 | 1 | 5 | 5 | -3
CC(SC1=NCCN1S(=O)(=O)c1ccc(F)cc1)c1ccccc1 (configuration not stated) | -8 | 0 | 0.6 | -8 | 7 | -3 | 12 | 6 | 4 | -1
CC(C)C1C2=C(CC(C)(C)CC2=O)ON1c1ccccc1 (configuration not stated) | 7 | -1 | 1.7 | 2 | 2 | -6 | -2 | 5 | -4 | 1
O=C(CNC(=O)c1ccccc1F)NCCOc1ccccc1Cl | -3 | -1 | -0.3 | -4 | -4 | -2 | 2 | 7 | -8 | -3
O=C(CCS(=O)(=O)c1ccc2c(c1)NC(=O)CO2)NCCc1ccccc1 | -7 | -3 | -0.2 | 2 | -1 | 1 | 5 | 1 | -16 | 0
O=C(Nc1ccc(C(=O)NC2CCCCC2)cc1)c1cncc(Br)c1 | -1 | 1 | 0.2 | 6 | 0 | -1 | -3 | -5 | 1 | -6
CCc1ccc(NC(=O)CC2C(=O)NCCN2C(=O)c2ccccc2OC)cc1 (configuration not stated) | 9 | -1 | 0.5 | -2 | 3 | 0 | 6 | 2 | 8 | 0
CCOC(=O)N1CCC(=NNc2ncc(C(F)(F)F)cc2Cl)CC1 | 4 | -2 | -0.2 | -1 | 1 | -3 | 0 | -7 | -2 | 2
CC1CN(C(=O)c2ccc(CNS(=O)(=O)c3cccc(C(F)(F)F)c3)cc2)CC(C)O1 (configuration not stated) | -1 | 3 | -0.2 | -3 | 6 | 3 | 5 | 6 | -2 | -1
CC1CN(c2nc3ccccc3nc2SCC(=O)Nc2ccc(F)cc2)CC(C)O1 (configuration not stated) | -6 | 3 | -0.7 | -2 | 2 | -6 | 2 | 2 | 8 | 0
O=C(NNC(=O)c1ccc2c(=O)n3c(nc2c1)CCC3)c1cccc(Cl)c1 | -4 | -2 | 0.1 | -4 | 2 | 4 | 8 | -2 | -3 | 1
OC[C@@H]1CN(Cc2cccs2)C[C@H](n2cnc3c(N4CCOCC4)ncnc32)O1 | -8 | 0 | -0.1 | 1 | 0 | 0 | 2 | 2 | -5 | -2
COc1ccc(OC)c2c1CCC2=O | -3 | -1 | 13* | 2 | 0 | -2 | 5 | 7 | -7 | 0
COc1ccc(C(=O)CC(c2ccccc2)C2CCCCC2=O)cc1 (configuration not stated) | 1 | 0 | 0.4 | -2 | 0 | -1 | 7 | -4 | -11 | 0
COc1ccc(NC(C#N)c2ccccc2OCc2ccccc2)cc1 (configuration not stated) | -4 | 3 | -0.5 | 9 | -3 | 2 | -4 | -7 | -16 | -1
COc1ccc(N2C(=O)C(Cl)=C(N3CCOCC3)C2=O)cc1 | 5 | 13 | 0.8 | -3 | -1 | -4 | 6 | -4 | 16 | -3
CN1C(C(=O)Nc2ccccn2)=C(O)c2sccc2S1(=O)=O | 3 | -3 | 0.8 | -2 | -1 | 2 | 10 | 1 | -1 | 4
CC(C)CCNC(=O)C(c1ccncc1)N(C(=O)Cn1nnc(-c2ccc(F)cc2)n1)c1ccccc1F (configuration not stated) | 0 | -5 | 0.5 | 3 | -8 | -1 | 0 | 1 | -18 | -2
Cc1onc(-c2ccccc2)c1C(=O)N1CCCC1 | -5 | 1 | -0.4 | 3 | 7 | 1 | -1 | 4 | -1 | 1
Cc1nnc(SC(C(=O)Nc2cc(Cl)cc(Cl)c2)c2ccccc2)[nH]c1=O (configuration not stated) | -36 | 11 | -0.1 | 4 | 5 | 7 | -4 | -10 | -1 | 4
Cc1ccccc1NC(=O)Nc1nnc(Cc2ccc([N+](=O)[O-])cc2)s1 | -25 | -2 | -0.7 | 0 | 2 | -4 | 7 | -3 | 2 | 1
C[C@H](O)[C@@H]1C(=O)N2CCc3ccc(N4CCN(C)CC4)cc3[C@@H]2C[C@@H]1N(C)C(=O)c1ccc(C#N)cc1 | -1 | -4 | 2.6 | 0 | -8 | -5 | 5 | 1 | -11 | 2
COC(=O)c1cn(CC(=O)Nc2ccccc2C)c2ccccc12 | -1 | -2 | 0.2 | 1 | 6 | -2 | 3 | -1 | 8 | -4
O=C(COc1ccc(Br)cc1Cl)NC(=O)NC1CCCC1 | -4 | 3 | 0.2 | 16 | -1 | 1 | 4 | -6 | -1 | 1

In the list so far, 6 contain an aryl thioether with sulfur outside any ring:
SMILES | SIAE primary | PRMT1 FP inh | KLK7 zymogen act | UHRF1 MBD2 ctr | Tn7 DDE FP | MBD2 inh | TCR-CD3 inh | Tn6 DDE FP | TDP2 absorb | LEDGF integ inh
CC(=O)CSc1nnc(-c2ccc(S(=O)(=O)N3CCOCC3)cc2)n1C | -3 | -2 | -0.3 | 1 | 3 | 0 | 3 | 2 | -4 | 1
Cn1nnnc1SCC(=O)NCc1ccccc1 | -1 | 3 | -0.8 | 3 | -1 | 4 | 1 | 6 | -4 | -1
Cc1cc(=O)[nH]c(SCCCOc2ccccc2Cl)n1 | -2 | 0 | 0.2 | -3 | -8 | -4 | -2 | -2 | -1 | 5
Cn1nnnc1Sc1ncnc2scc(-c3ccc(C(F)(F)F)cc3)c12 | -1 | 0 | 0.0 | 0 | 2 | -3 | 7 | 2 | 3 | 1
CC1CN(c2nc3ccccc3nc2SCC(=O)Nc2ccc(F)cc2)CC(C)O1 (configuration not stated) | -6 | 3 | -0.7 | -2 | 2 | -6 | 2 | 2 | 8 | 0
Cc1nnc(SC(C(=O)Nc2cc(Cl)cc(Cl)c2)c2ccccc2)[nH]c1=O (configuration not stated) | -36 | 11 | -0.1 | 4 | 5 | 7 | -4 | -10 | -1 | 4
